Assay outcomes as filed in PubChem.
RAD52_anneal_inh = blocks human RAD52 DNA annealing; inhibition, % at 18.7 µM; 360,000 tested, 0.46% active; AID 651710; recombinant RAD52 DNA annealing, FRET fluorescence;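 active = every replicate showing at least 50% inhibition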
Target sequence (P43351 whole entry, looked up): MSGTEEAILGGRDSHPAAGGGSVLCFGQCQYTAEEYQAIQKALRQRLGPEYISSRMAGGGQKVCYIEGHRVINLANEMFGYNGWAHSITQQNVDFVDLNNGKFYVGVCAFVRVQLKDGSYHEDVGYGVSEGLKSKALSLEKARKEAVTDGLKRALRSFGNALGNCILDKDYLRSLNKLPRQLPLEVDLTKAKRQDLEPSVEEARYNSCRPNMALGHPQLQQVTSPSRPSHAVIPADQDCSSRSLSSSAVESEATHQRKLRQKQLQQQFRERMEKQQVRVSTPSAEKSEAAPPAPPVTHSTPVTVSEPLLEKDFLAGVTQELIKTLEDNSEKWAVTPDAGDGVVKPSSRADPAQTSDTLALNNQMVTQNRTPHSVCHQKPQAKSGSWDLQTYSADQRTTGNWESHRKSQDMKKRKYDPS
ERAP1_inh = inhibitors of human ERAP1 aminopeptidase; Q9NZ08; recombinant ERAP1, Leu-AMC fluorescence, 60 min; inhibition, % at 10.7 µM; 340,000 tested, 0.15% active;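 active = mean replicate inhibition of at least 30%, or all replicates individually reaching that 30% level; inactive = mean below 30% and not every replicate reaching it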;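 note: 0% = neutral control wells and 100% = L-leucinethiol positive control wells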
Cneo_AK_release = causes C. neoformans cell lysis | lysis activity, % at 15 µM | 360,000 tested, 0.2% active | adenylate kinase release luminescence, 4 h; normalised: neutral wells 0, clomiphene wells 100;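 active = mean lysis activity across replicates of at least 80%, whatever share of replicates individually reach that level; inactive = mean lysis activity below 80%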
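Material: C. neoformans cells | Amount: Yeast cell density of 5 × 10^6 cells/mL | Medium: Fresh YPD growth medium | Dosing: Single dose | Times: Static 4 h at 37 °C with compound, 1 h detection | Detection: AK luminescence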
PglD_DTNB = PglD (C. jejuni) enzyme inhibition; purified PglD enzyme, DTNB colorimetric CoA detection; 360,000 tested, 0.098% active; inhibition, % at 12.5 µM; in the data active = inhibition above about 16%, passing the limit was not always enough; note: strong numbers were not always called active
miR122_inh = blocks miR-122 activity in Huh7 sensor cells; activation (reporter increase), % at 12.5 µM; 340,000 tested, 0.3% active; AID 602342; Huh7 miR-122 Renilla luciferase sensor, 48 h; neutral wells = 0, positive control = 100;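 active = mean replicate activation score at least 90 and every replicate individually at or above 90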;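 note: higher luciferase means less miR-122 activity so hits act as miR-122 inhibitors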
PGC1a_acetyl_inh = lowers PGC1a acetylation signal in U2OS cells | AlphaScreen anti-acetyl-lysine; with virally co-expressed GCN5 acetyltransferase | inhibition, % at 15.6 µM | 350,000 tested, 0.17% active;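 active = every replicate shows inhibition of at least 40%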;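 note: 0% = neutral control wells and 100% = positive control wells; some results beyond the cut were filed as inactive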
E-selectin_induc = induces E-selectin expression in human endothelial cells. HUVEC E-selectin immunofluorescence imaging; normalized: neutral wells 0, TNF-alpha wells 100. activation, % at 7.58 µM. 260,000 tested, 0.37% active. AID 686992;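 active = mean E-selectin-positive cell signal at least 10% of the positive control, reached in at least 60% of replicates, without over 20% cell loss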;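 note: in these data hits start at about 27%; measured in HUVEC primary endothelial cells; signal is the percent of cells scored E-selectin positive by PE staining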
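Material: HUVEC primary endothelial cells; Amount: 3,000 cells per well; Dosing: single concentration; Medium: EGM-2 growth medium on 0.1% gelatin-coated wells; Read-out basis: percent E-selectin-positive cells; Signal: immunofluorescence imaging; Control set: TNF-alpha, DMSO.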
RAD54_branch = RAD54 (human) branch migration inhibition; Q92698; RAD54 Holliday junction branch migration, FAM/BHQ fluorescence; inhibition, % at 10.4 µM; 360,000 tested, 0.14% active; AID 602329;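 active = mean normalized replicate activity at least 40 and at least half of replicates scoring 40 or more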;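 note: 0% = median of neutral control wells and 100% = median of positive control wells; inhibitors cause a drop in the FAM fluorescence signal; in these data hits start at about 50%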
* marks the source's active call; other numbers are inactive results; nt = no result given. Some of the compounds tested; rates above refer to the full screens.

SMILES RAD52_anneal_inh ERAP1_inh Cneo_AK_release PglD_DTNB miR122_inh PGC1a_acetyl_inh E-selectin_induc RAD54_branch
C[C@]12CC3CC(N)(C1)C[C@@](C)(C3)C2 -3.2 -4.1 -2.3 6.1 3.4 -18.6 0.4 -4.2
CC[C@@H]1C(=O)OC[C@@H]1Cc1cncn1C -1.0 -3.1 -0.8 -0.9 2.7 nt 0.5 -2.7
